Screening data from PubChem BioAssay.
NCOA1 inh = inhibits human SRC1 coactivator; HEK293 GAL4-SRC1 luciferase reporter, luminescence; inhibition, % at 3.6 µM; 360,000 tested, 0.12% active; AID 588354;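 active = inhibition above the campaign mean plus 3 SD, with each screening campaign given its own cutoff, cut at about 60% in these data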;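 also: 0% = DMSO treated cells and 100% = gossypol at 36 µM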
Target sequence (Q15788 whole entry, looked up, the tested form may be a part): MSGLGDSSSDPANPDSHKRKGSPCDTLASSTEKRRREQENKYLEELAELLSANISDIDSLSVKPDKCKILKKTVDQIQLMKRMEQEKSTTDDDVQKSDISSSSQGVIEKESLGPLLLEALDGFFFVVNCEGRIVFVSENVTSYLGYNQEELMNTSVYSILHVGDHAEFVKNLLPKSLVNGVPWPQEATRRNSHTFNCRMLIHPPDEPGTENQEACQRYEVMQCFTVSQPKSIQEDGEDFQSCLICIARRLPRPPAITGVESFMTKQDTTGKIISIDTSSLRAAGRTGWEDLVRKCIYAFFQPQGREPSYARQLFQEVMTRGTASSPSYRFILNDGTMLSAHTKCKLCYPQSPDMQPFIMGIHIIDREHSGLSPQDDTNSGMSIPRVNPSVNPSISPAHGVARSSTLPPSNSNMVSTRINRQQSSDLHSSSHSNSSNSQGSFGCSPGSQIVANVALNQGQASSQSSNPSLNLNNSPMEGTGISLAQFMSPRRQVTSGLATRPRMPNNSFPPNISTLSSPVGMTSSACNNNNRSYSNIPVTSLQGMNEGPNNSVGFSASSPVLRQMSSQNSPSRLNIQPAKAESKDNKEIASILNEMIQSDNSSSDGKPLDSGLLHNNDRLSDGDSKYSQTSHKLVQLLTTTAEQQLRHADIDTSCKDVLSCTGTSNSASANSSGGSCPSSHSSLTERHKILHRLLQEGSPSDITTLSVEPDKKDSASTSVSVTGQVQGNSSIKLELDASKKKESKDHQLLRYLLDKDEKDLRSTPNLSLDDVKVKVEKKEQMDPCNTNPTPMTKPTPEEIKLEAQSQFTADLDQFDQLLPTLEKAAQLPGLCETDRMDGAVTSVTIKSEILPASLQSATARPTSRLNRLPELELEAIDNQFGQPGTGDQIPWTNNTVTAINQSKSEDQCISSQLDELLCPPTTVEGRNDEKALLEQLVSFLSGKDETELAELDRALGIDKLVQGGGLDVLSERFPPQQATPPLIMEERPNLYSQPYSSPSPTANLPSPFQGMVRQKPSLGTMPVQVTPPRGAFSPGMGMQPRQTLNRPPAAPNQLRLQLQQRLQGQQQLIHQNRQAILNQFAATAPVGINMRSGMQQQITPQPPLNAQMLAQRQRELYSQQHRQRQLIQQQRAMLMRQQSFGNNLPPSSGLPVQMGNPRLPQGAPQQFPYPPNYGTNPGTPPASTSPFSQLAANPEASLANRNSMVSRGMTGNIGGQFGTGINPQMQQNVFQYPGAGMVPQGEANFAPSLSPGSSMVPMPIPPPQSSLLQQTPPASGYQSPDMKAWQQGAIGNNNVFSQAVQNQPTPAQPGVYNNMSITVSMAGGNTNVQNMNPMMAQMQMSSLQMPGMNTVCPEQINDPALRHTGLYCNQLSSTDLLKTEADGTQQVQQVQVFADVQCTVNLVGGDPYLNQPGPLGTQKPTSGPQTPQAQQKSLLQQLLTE
NCOA2 inhibitor = human SRC2 (NCOA2) inhibition | Q15596 | HEK293 GAL4-SRC2 luciferase reporter, luminescence | inhibition, % at 9 µM | 370,000 tested, 0.17% active | AID 651957;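 active = inhibition above the mean inhibition of all tested compounds plus 3 SD, set per campaign, cut at about 52% in these data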;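 also: 0% = DMSO treated cells and 100% = cells given Gossypol at 36 µM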
NR5A2 inv ag = NR5A2 inverse agonism in reporter assay. O00482. HEK293T StAR-luciferase reporter, LRH-1 transfected, 24 h. inhibition, % at 3.6 µM. 360,000 tested, 0.13% active;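 active = inhibition above the mean inhibition of all tested compounds plus 3 SD, cut at about 73% in these data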;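 also: 0% = DMSO wells and 100% = reporter-only cells lacking LRH-1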
TROY NFkB inh = inhibitors of TROY-dependent NF-kB signaling | Q293 LMP1-TROYcd NF-kB luciferase reporter, 4 h | inhibition, % at 10 µM | 360,000 tested, 0.98% active | AID 1347056;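 active = compounds whose plate-normalised and pattern-corrected inhibition of the luciferase reporter signal at the single screening dose is 50% or more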
LMP1 NFkB inh = Epstein-Barr LMP1 NF-kappaB reporter inhibition | inhibition, % at 12.5 µM | 350,000 tested, 0.69% active | LMP1-induced NF-kappaB luciferase reporter cells, luminescence; in the data active = inhibition above about 41%; inconclusive = no clear call, values can overlap the other calls;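 also: 0% = neutral control wells and 100% = reference inhibitor control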
TLR9-MyD88 block = blocks human TLR9 binding to MyD88; AID 504734; 340,000 tested, 0.21% active; CHO BLA complementation TLR9-MyD88, CCF4 FRET ratio; inhibition, % at 4.98 µM; Q9NR96+Q99836;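 active = inhibition above the mean over all tested compounds plus 3 SD, cut at about 21% in these data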;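 also: 0% = DMSO only wells and 100% = clavulanate BLA inhibitor control wells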
NCOA3 inh = inhibits human SRC3 coactivator | HEK293 GAL4-SRC3 luciferase reporter, luminescence | 360,000 tested, 0.17% active | Q9Y6Q9 | inhibition, % at 3.6 µM;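 active = inhibition above a per-campaign cutoff, the mean of all compounds plus 3 SD, cut at about 60% in these data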;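 also: 0% = DMSO-treated cells and 100% = gossypol-treated cells at 36 µM; higher means less SRC3-driven luciferase light from the GAL4 reporter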
TRAIL sens C8 = caspase-8 TRAIL sensitization; 360,000 tested, 1% active; NB7+C8 cells + TRAIL, ATPlite viability luminescence; inhibition (viability loss, TRAIL sensitization), % at 10 µM;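 active = compounds causing at least 50% loss of cell viability in the single-dose screen, relative to plate controls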
Vif imaging = blocks HIV Vif function | inhibition, % at 7.49 µM | AID 602346 | 340,000 tested, 0.35% active | HEK293T cells, Vif self-association by quenched fluorescence, imaging, 24 h; in the data active = inhibition above about 50%, passing the limit was not always enough; inconclusive = no clear call, values can overlap the other calls; inactive = below about 31%; also: some results filed as inactive read as strong as hits
COUP-TFII inh = NR2F2 (human) inhibition, primary screen. P24468. HEK293T NGFI-A luciferase reporter, luminescence. inhibition, % at 8.6 µM. 370,000 tested, 0.7% active;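 active = inhibition above a per-plate cutoff, mean inhibition of test wells between control levels plus 3 SD, cut at about 38% in these data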;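 also: cells cotransfected with COUP-TFII expression vector driving the NGFI-A reporter; 0% = median of COUP-TF2 test wells and 100% = reporter-only cells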
NOD2 RIPK2 PPI = NOD2-RIPK2 protein interaction inhibition; O43353; CHO BLA complementation NOD2-RIPK2, CCF4 ratio; inhibition, % at 4.98 µM; 360,000 tested, 0.38% active; in the data active = inhibition above about 21%;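 also: 0% = vehicle only and 100% = reference blocker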
* marks the source's active call; other numbers are inactive results; ? = inconclusive; nt = not tested or not shown.

Fields – NCOA1 inh	NCOA2 inhibitor	NR5A2 inv ag	TROY NFkB inh	LMP1 NFkB inh	TLR9-MyD88 block	NCOA3 inh	TRAIL sens C8	Vif imaging	COUP-TFII inh	NOD2 RIPK2 PPI
- CCC(=O)c1ccc(OCc2ccc(C(=O)OC)o2)c(OC)c1
 : -20	-17	-29	-23	-2	3	-11	-1	-15	-2	-3
- CCn1ncc(C2C(C(=O)Nc3ccc(C)cn3)=C(C)NC3=C2C(=O)CCC3)c1C (stereo unspecified)
 : 8	1	3	-1	1	2	0	0	3	17	-9
- CCOC(=O)N1CCN(c2cc(=O)n(-c3cccc(Br)c3)c(=O)[nH]2)CC1
 : 0	-17	2	1	-3	1	8	-7	nt	-8	8
- O=[N+]([O-])c1ccccc1CSc1nnc2ccccn12
 : -45	-60	-62	-3	-4	6	-41	-2	6	-31	-17
- CCOc1ccc(OCC)c(NC(=O)C2CCCN(S(=O)(=O)c3c(C)n[nH]c3C)C2)c1 (stereo unspecified)
 : 4	-30	-9	5	4	-1	6	-19	8	14	12
- Cc1ccccc1Cn1nc(C)c(NC(=O)C2(C)CC2(Cl)Cl)c1C (stereo unspecified)
 : 14	-18	1	-1	0	-2	21	10	-6	16	6
- COc1cc(C)nc(N2CCC(C(=O)NCC3CCCO3)CC2)n1 (stereo unspecified)
 : -6	-30	2	-5	-4	0	-2	-25	1	10	-8
- CC(NC(=O)COC(=O)C1=COCCO1)C12CC3CC(CC(C3)C1)C2 (stereo unspecified)
 : -7	-13	11	7	5	-4	8	-1	-5	6	2
- O=C(NCc1nnnn1-c1ccc(Cl)cc1)C1CC(=O)N(c2ccc(F)cc2)C1 (stereo unspecified)
 : 6	5	-38	-5	-3	-7	-16	-1	5	2	-1
- FC(F)(F)c1cccc(N2CCN(C(=S)NCC3CCCO3)CC2)c1 (stereo unspecified)
 : -6	6	-11	-4	3	-1	19	0	-10	18	3
- Cc1c(NC(=O)CSc2nc3ccccc3[nH]2)c(=O)n(-c2ccccc2)n1C
 : -1	-3	-6	6	1	8	4	13	-1	16	-17
- CN(C)CCNC(=O)c1cccc2nc3c(ccc4ccccc43)nc12
 : 66*	-80	33	-82	3	-14	32	16	-9	-40	-5
- O=C(Nc1ccncc1NC(=O)c1cccc([N+](=O)[O-])c1)c1cccc([N+](=O)[O-])c1
 : -13	-3	-6	-7	3	2	7	13	-4	3	-2
- CCCn1c(SCC(=O)NC(C)C)nc2sc3c(c2c1=O)CCC3
 : -3	-17	8	6	-4	-2	3	12	-6	23	-8
- Cc1nc(N2CCN(Cc3ccccc3)CC2)nc2c1C(=O)CC(c1ccco1)C2 (stereo unspecified)
 : 12	16	-15	-4	-6	2	-3	10	-6	-15	4
- C=CCOc1ccc(C=NNc2ccc(S(=O)(=O)Nc3ccccc3C(=O)O)cc2[N+](=O)[O-])cc1OC
 : 2	-20	-6	8	-2	-6	16	16	18	15	-1
- O=C(Cc1ccc(F)cc1)Nc1ccccc1N1CCCC1
 : -11	5	20	6	1	-22	-2	-20	nt	-11	4
- Cc1noc(C)c1CSCC(=O)NCCN1C(=O)S/C(=C\c2ccccc2F)C1=O
 : -18	-3	-2	-22	2	5	13	-6	27	3	-8
- CC(C)C(=O)NC(NC(=S)Nc1cccc2cccnc12)C(Cl)(Cl)Cl (stereo unspecified)
 : -14	12	11	0	6	4	10	-7	-1	10	-9
- Cc1cccc(C)c1NC(=O)C(=O)NCCc1c[nH]c2ccccc12
 : 0	22	4	-1	-11	-5	7	-3	2	2	-2
- Cc1ccc(C(=O)OC(C(=O)Nc2ccc(Cl)cc2C(F)(F)F)c2ccccc2)cc1 (stereo unspecified)
 : -22	11	1	16	11	-5	12	5	-3	-1	-4
- Cc1[nH]n(-c2ccccc2)c(=O)c1N=Nc1nccs1
 : -13	4	13	-22	6	-5	-14	14	?	-10	-8
- CC1(C)Cc2c(sc3nc(-c4ccccc4)n(N)c(=O)c23)CO1
 : -41	1	-31	-18	2	4	-5	15	11	12	8
- COc1cccc(CNC(=O)c2ccc(S(=O)(=O)N3CCCC3)cc2)c1
 : -2	-11	7	-24	-2	-1	-6	-7	-3	-2	-6
- CC1(C(=O)Nc2cnc3ccccc3c2)CCN1C(=O)CC(c1ccccc1)c1ccccc1 (stereo unspecified)
 : 23	-7	-4	5	nt	nt	6	1	-4	5	9
- Cc1cc(C)cc(NC(=O)COC(=O)CN=C2NS(=O)(=O)c3ccccc32)c1
 : -2	-6	-8	-4	-14	6	-8	0	-3	7	-9
- O=C(COc1ccccc1)NC1CCN(Cc2ccccc2)CC1
 : -41	4	5	-1	-2	-5	11	3	-4	9	6
- OC(c1cccc(Cl)c1)c1nccc2ccccc12 (stereo unspecified)
 : -7	-7	-19	-18	9	-2	-12	6	19	8	-8
- CN(C)C=Nc1ccc(Cl)c(Cl)c1
 : 10	-39	20	-7	0	4	17	18	0	-33	3
- CSC(=S)N/N=C(\C)c1ccc(Br)cc1
 : -5	-28	-14	-14	-4	3	-6	-7	-3	-8	-3
- O=C(OCc1ccccc1)N1CCN(C(c2ccnc3ccccc23)c2nnnn2-c2ccc3c(c2)OCCO3)CC1 (stereo unspecified)
 : nt	14	18	-14	nt	nt	nt	24	nt	17	5
- COc1ccc(O)c(/C=N/NC(=S)Nc2cccnc2)c1
 : -16	-25	-77	-31	2	29*	-19	65*	6	-12	5
- CCc1ccc(C(=O)COC(=O)c2cccc(N3C(=O)c4c(C)nc5ccccc5c4C3=O)c2)cc1
 : -47	-58	-47	-8	45*	-2	-35	73*	8	-34	0
- CNc1ccc(-c2cccc(CO)c2)cn1
 : -47	-45	-57	-43	nt	nt	-50	-25	1	-14	-6
- O=C(Cc1ccc(Cl)cc1)N/N=C/c1ccncc1
 : -5	7	19	-7	1	4	7	-6	3	6	0
- Cc1[nH]c2ccccc2c1C(=O)CSc1nncn1C
 : 2	-39	0	-36	1	1	14	1	-7	-1	-7
- CC1CC(C)CN(CCCNC(=O)C2CCC(=O)N2C2CCCC2)C1 (stereo unspecified)
 : -4	-5	10	-9	0	-3	8	10	-4	4	6
- CCN(CCCNC(=O)CCNC(=O)Cn1ccc2ccccc2c1=O)c1ccccc1
 : -3	-12	-13	-7	-9	5	11	-6	-5	-1	1
- CC1CCN(S(=O)(=O)c2cn(CC(=O)N3CCN(c4cccc(C(F)(F)F)c4)CC3)cn2)CC1
 : -2	nt	17	14	6	12	17	24	-4	nt	0
- c1ccc(-c2cnnc(SCc3cn4cccnc4n3)n2)cc1
 : 4	-5	-19	-18	-1	-1	2	-2	18	-14	-1
- Cc1ccc(C)c(NC2=NC3(CCCCC3)N=C(N)N2)c1
 : 1	-11	14	-5	4	5	7	4	23	7	-8
- CC(=NNC(=S)N1CC2CCC(CC2)C1)c1ccccn1
 : 26	22	49	21	33	-6	53	-3	-6	-2	-6
- NS(=O)(=O)c1ccc(Sc2nc3ccccc3s2)c([N+](=O)[O-])c1
 : 24	39	56	17	70*	5	62*	1	-6	17	0
- COc1ccc(/C=C(\C)C(=O)c2c(C)cc(C)[nH]c2=O)cc1
 : -5	-16	7	15	12	-9	12	10	0	5	-12
- Cc1c(C(=O)NCc2ccccc2C(F)(F)F)sc(=O)n1Cc1ccc(S(=O)(=O)N(C)C)cc1
 : -10	-4	8	27	nt	nt	9	15	13	11	4
- COc1ccccc1NC(=O)CN1CCN(CC(=O)Nc2ccc(F)cc2)CC1
 : -7	1	11	12	6	7	5	3	-7	1	-5
- Cc1ccc2c(c1)[C@H]1[C@H](CO2)[C@H](c2ccccc2)[C@]2(C)C(=O)N(Cc3ccccc3)CC(=O)N12
 : -7	-17	-7	11	-4	4	-15	-8	-3	-18	-1
- Cc1c(C(=O)NCc2cccnc2)oc2ccc(S(=O)(=O)N3CCC4(CC3)OCCO4)cc12
 : 6	-18	-14	1	3	0	5	-1	23	12	4
- COc1ccc(NC(=O)CSc2nnc(Cc3ccc(C)cc3)c(=O)n2N)cc1OC
 : -11	5	-29	-2	2	-11	-2	-24	-9	-1	-3
- COc1ccc(-n2nnnc2CNC(=O)c2c(-c3ccccc3Cl)noc2C)cc1
 : 1	12	23	-2	3	-5	2	-27	2	-10	-8
- CC(C)(C)OC(=O)C[C@H]1C/C=C\C[C@H](CC(=O)N[C@@H](CO)Cc2ccccc2)C(=O)N[C@H](C(C)(C)C)COC1=O
 : -28	7	21	-12	-8	-1	10	-5	0	2	6
- CCOCCOC(=O)C1=C(C)NC(=O)NC1c1ccc2c(c1)OCO2 (stereo unspecified)
 : 12	15	0	7	-2	2	-14	-3	-17	3	-4
- CCC(=O)OC1CSc2nc3ccccc3n2C1 (stereo unspecified)
 : -23	-10	-10	3	-15	-1	-13	-4	4	10	5
- CC(=O)c1cccc(N(CC(=O)Nc2ccc(S(=O)(=O)N3CCOCC3)cc2)S(C)(=O)=O)c1
 : -61	-10	-23	20	-8	-2	2	9	nt	2	-5
- Cc1ccc(Nc2cc(C)nc(N3CCOCC3)n2)c(C)c1
 : 9	-4	-12	-6	-11	10	-34	5	-5	4	-14
- O=C(Nc1ccc(N2CCOCC2)cc1)c1cn2ccccc2n1
 : -87	-50	-117	24	55*	5	-71	81*	4	-23	-8
- O=C(COC(=O)c1cncc(Br)c1)NCc1ccccc1Cl
 : 0	-4	-7	12	-4	-7	3	-17	4	-9	3
- CCCc1cc(C(=O)Nc2cccc(-c3nn[nH]n3)c2)sc1C
 : 7	5	-13	-25	6	-3	2	-4	nt	-2	-7
- CCOc1cc(-c2nc(-c3ccc(C)nc3OC)no2)cc(OCC)c1OCC
 : -6	0	-8	-15	20	10	2	-2	3	-3	-8
- CC1CC(=O)C2=C(C1)OC(N)=C(C#N)C2c1coc2ccccc2c1=O (stereo unspecified)
 : -30	-4	3	0	2	-2	12	-7	-21	-7	8

Continued:
Fields – NCOA1 inh	NCOA2 inhibitor	NR5A2 inv ag	TROY NFkB inh	LMP1 NFkB inh	TLR9-MyD88 block	NCOA3 inh	TRAIL sens C8	Vif imaging	COUP-TFII inh	NOD2 RIPK2 PPI
- COc1ccc(CNC(=O)c2sc(=O)n(Cc3cc(Cl)ccc3OC)c2C)cc1
 : -11	0	-7	17	nt	nt	-6	4	-3	12	5
- COc1ccccc1Nc1ccc(NC(=O)c2cccc([N+](=O)[O-])c2C)cc1
 : -23	-19	-33	20	-10	8	-13	7	-6	11	-2
- CS/C(=C\[N+](=O)[O-])Nc1ccc(OC(F)(F)F)cc1
 : 21	22	80*	1	9	3	24	-7	2	2	1
- CN1CCN(C(=O)c2ccc(Cc3cn(C)c4ccccc34)nc2)CC1
 : -10	-14	2	2	nt	nt	-7	-7	-12	-4	-1
- CCOC(=O)COc1ccc(S(=O)(=O)NCc2ccncc2)cc1
 : 0	-6	15	27	18	-2	-4	9	-33	49*	-6
- O=C(CSc1ccc(Br)cc1)NCC1CCCO1 (stereo unspecified)
 : -11	-5	-25	-13	3	1	3	-8	0	5	-11
- FC(F)(F)c1ccccc1NC(=S)N1CCN(c2ccccn2)CC1
 : 9	6	-4	6	-5	0	8	-2	-23	8	-3
- CCOC(=O)N1CCN(C(=O)CCc2ccccc2)CC1
 : -28	-6	3	0	-1	-5	4	0	8	-29	-14

These rows are one share of the data (hit frequency here may not be typical).
